G6PDH CS: L. mesenteroides G6PDH inhibition counter-screen | 200,000 compounds, 0.12% hits | inhibition, % at 5 µM | Purified L. mesenteroides G6PDH, diaphorase/resazurin coupled fluorescence, 45 min; in the data active = inhibition above about 50%
PMI act: activators of human phosphomannose isomerase | purified human PMI, coupled resazurin fluorescence, 20 min; stronger effect = higher value; 1 = vehicle control, 0 substrate-free wells | activation factor at 20 µM | 190,000 compounds, 0.005% hits;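 active = activation factor of 2 or more at 20 µM, relative to plate controls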
Target sequence (P34949 whole entry, looked up): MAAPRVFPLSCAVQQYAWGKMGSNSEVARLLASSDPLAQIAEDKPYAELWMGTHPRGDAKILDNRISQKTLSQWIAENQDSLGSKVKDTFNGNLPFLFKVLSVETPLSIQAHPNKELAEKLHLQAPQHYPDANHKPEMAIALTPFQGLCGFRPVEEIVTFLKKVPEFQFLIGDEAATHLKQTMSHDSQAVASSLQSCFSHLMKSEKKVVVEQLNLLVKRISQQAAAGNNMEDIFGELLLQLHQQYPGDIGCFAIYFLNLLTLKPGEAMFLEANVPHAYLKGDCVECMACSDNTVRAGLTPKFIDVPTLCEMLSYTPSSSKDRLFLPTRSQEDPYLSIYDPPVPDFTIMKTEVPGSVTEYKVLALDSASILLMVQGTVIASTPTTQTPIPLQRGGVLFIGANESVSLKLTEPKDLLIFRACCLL
PMI act satM6P: PMI (human) activation, high substrate; P34949; activation factor at 20 µM; coupled PMI enzyme assay, resazurin fluorescence, 20 min; stronger effect = higher value; 1 = untreated enzyme, 0 = substrate-free blank; 190,000 compounds, 0.34% hits;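 active = activation factor of 2 or more at 20 µM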
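Material: human phosphomannose isomerase with PGI, G6PDH, diaphorase coupling enzymes; amount: PMI at 15 ng/mL final; also added: Mannose-6-phosphate 1.0 mM (near-saturating) plus 0.22 mM NADP+; incubation: enzyme reaction with compound 20 min at room temperature; signal: resorufin fluorescence (Ex 544/Em 590 nm) from resazurin via diaphorase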
Diaph inh CS: counter-screen for diaphorase-based assays: diaphorase inhibitors and chemical oxidizers; diaphorase resazurin-to-resorufin fluorescence, NADH, 16 min; bacterial (C. kluyveri) enzyme, not human; inhibition, % at 20 µM; 190,000 compounds, 0.69% hits;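 active = primary screen inhibition at 20 µM above a set limit, cut at about 50% in these data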;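 also: plate controls were DMSO with full reaction for no effect and wells lacking NADH for full effect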
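Test system: bacterial diaphorase enzyme (C. kluyveri); Quantity: 0.14 U/mL diaphorase, enzyme working solution; Times: reaction incubation of 16 min at room temperature; Measured by: fluorescence of resorufin formed from resazurin, Ex 544/Em 590 nm; Benchmarks: positive control minus NADH, DMSO neutral control.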
TNAP act hi DEA: increases human TNAP activity under high phosphate acceptor concentration; P05186; purified TNAP, CDP-star luminescence, 1 M DEA, 30 min; stronger effect = higher value; 0 = EDTA background, 1 = DMSO-only activity; activation factor at 20 µM; 200,000 tested, under 10 active;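 active = activation factor at least 2 at 20 µM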
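Dosing: 20 µM single point. System: human TNAP. Amount: TNAP 1/800 final. Incubation: 30 min, room temperature. Read-out: TNAP activation factor scaled between EDTA and DMSO control wells. Signal: luminescence from CDP-star hydrolysis. Medium: 1 M DEA, pH 9.8, Mg2+, Zn2+. Control set: EDTA negative control, DMSO positive control.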
Diaphorase act: counter-screen for diaphorase-based assays: diaphorase activators and chemical reducers; activation factor at 20 µM; AID 1229; Diaphorase/resazurin coupled assay, resorufin fluorescence, 16 min; stronger effect = higher value; 1 = vehicle wells, 0 = NADH-free wells; 190,000 compounds, 0.005% hits;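 active = diaphorase activity raised at least twofold by the compound at 20 µM; inactive = activation factor below 2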
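Material: bacterial diaphorase enzyme (C. kluyveri); amount: enzyme 0.07 U/mL final; reagent: NADH substrate 0.114 mM plus resazurin dye 0.1 mM, final; doses: single compound dose of 20 µM, 1% DMSO final; timing: 16 min enzyme reaction, ambient temperature; measured by: fluorescence of resorufin, 544 nm excitation, 590 nm emission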
TNAP inh hiacc: inhibitors of human TNAP at high phosphate acceptor concentration; P05186; 200,000 compounds, 0.03% hits; inhibition, % at 20 µM; AID 1135; purified TNAP, CDP-star luminescence, 1 M DEA;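 active = over 50% inhibition of tissue-nonspecific alkaline phosphatase at 20 µM in the single-dose screen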;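 also: plate controls were DMSO wells for no effect and EDTA-quenched wells as full inhibition for full effect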
TNAP inh no acc: blocks human TNAP activity with no phosphate acceptor present | purified TNAP, CDP-star luminescence, 30 min | inhibition, % at 20 µM | 200,000 compounds, 0.26% hits | AID 1012;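 active = tissue-nonspecific alkaline phosphatase inhibition above about 50% at 20 µM in the single-dose screen, limit read from the data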;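 also: 0% = DMSO negative control and 100% = EDTA positive control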
FLuc act counter: affects firefly luciferase, flagging false hits in luciferase stimulation screens; P08659; ATPlite luciferase biochemical, luminescence, 10 min; 0 = ATP-free wells, 1 = DMSO control; activation factor at 10 µM; 200,000 tested, under 10 active;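 active = luciferase activation factor, scaled between plate controls, of at least 2 with compound at 10 µM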
Target sequence (P08659 whole entry, looked up): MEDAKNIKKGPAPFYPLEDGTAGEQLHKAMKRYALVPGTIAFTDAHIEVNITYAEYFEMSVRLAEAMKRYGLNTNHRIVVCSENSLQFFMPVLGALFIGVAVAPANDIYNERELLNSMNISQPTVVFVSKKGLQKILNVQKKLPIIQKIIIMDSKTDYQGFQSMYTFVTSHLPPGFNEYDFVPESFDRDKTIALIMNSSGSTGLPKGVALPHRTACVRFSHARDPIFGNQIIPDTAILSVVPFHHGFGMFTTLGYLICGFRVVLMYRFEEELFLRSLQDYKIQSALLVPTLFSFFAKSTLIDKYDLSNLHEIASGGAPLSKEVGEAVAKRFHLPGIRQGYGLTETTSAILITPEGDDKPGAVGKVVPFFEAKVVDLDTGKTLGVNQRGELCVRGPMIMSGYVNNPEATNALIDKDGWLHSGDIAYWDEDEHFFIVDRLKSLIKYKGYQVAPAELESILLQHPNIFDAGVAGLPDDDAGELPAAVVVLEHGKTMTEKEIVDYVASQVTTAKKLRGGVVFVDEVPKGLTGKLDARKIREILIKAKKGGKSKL
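Material: Luciferase/luciferin reagent mix | Doses: Test compounds dosed from 2 mM stocks in 100% DMSO | Timing: 10 min incubation after luciferase reagent addition, room temperature | Measured by: Luminescence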
HMGR II inh: E. faecalis class II HMG-CoA reductase inhibition; purified E. faecalis HMGR, NADPH absorbance 340 nm kinetic; inhibition, % at 10 µM; 190,000 compounds, 0.41% hits; AID 1066;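 active = inhibition above a set limit, the median over all tested compounds plus 3 SD, cut at about 9.5% in these data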;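 also: enzyme runs in reverse so mevalonate oxidation gives rising NADPH absorbance; 0% = complete reaction with DMSO and 100% = background rate lacking mevalonate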
The depositor's hits bear a star; / = not tested or not shown.

SMILES	G6PDH CS	PMI act	PMI act satM6P	Diaph inh CS	TNAP act hi DEA	Diaphorase act	TNAP inh hiacc	TNAP inh no acc	FLuc act counter	HMGR II inh
CC1=CC(=O)C=CC1(C)C(Cl)(Cl)Cl (stereo not drawn)	5	1	0.9	3	1	1	4	-6	1	-5
Nc1ccc2c(c1)ncn2CCCn1cnc2cc(N)ccc21	1	0.9	0.9	7	1	0.9	-3	-3	1.1	-2
Cc1ccccc1NC(=O)c1ccc(Nc2c([N+](=O)[O-])cc([N+](=O)[O-])c3ccccc23)cc1	-10	1	1	11	0.7	0.9	33	43	1.1	3
CC(C)(C)c1ccc(OCCNC(=S)Nc2ccccc2)cc1	22	1	1	-5	1	1.1	-2	-17	1	-7
CC1=C(c2ccc(F)cc2)[N+](=O)C(C)(C)N1[O-]	14	/	/	/	1	/	2	2	1	0
O=C(O)CCCCCn1c(SCc2cc(=O)n3ccccc3n2)nc2ccsc2c1=O	-2	1	1	10	1	0.9	0	-2	1	0
COC(=O)c1c(N2C(=O)CCC2=O)sc2c1CCCC2	17	0.9	0.8	20	1.1	0.8	-6	-13	1	1
CCOC(=O)c1c(NC(=O)CSc2nncn2C)sc(C)c1C	1	1	1	2	1	1	-5	10	1.1	0
COC(=O)C1=C(C)N(C)C(C)=C(C(=O)OC)C1c1ccsc1	-3	0.9	1	22	1.1	0.8	-6	-10	1.1	4
CC(C)CC1c2[nH]c3ccccc3c2CCN1C(=O)CCC(=O)N(C)C (stereo not drawn)	18	1	0.8	19	1	0.8	-4	-4	1.1	-2
Cc1ccc(SCCn2nc(C(=O)O)c3ccccc3c2=O)cc1	0	0.9	0.9	17	1.1	0.8	-5	-10	1	-3
Cc1ccc(C(=O)NCC(=O)NC2CCCC2)cc1	10	1.1	1	9	1.1	0.9	-7	-3	1.1	1
COc1cccc(N2CCN(c3ncnc4c3[nH]c3ccccc34)CC2C)c1 (stereo not drawn)	-1	0.8	0.8	30	1.1	0.7	-8	-26	1.1	4
Oc1ccccc1CNc1ccc(Br)cn1	5	0.9	0.9	18	1.1	0.8	-9	-13	1	-3
N#Cc1cnn2c1nc(N1CCCCC1)c1ccccc12	0	1	1	-2	1	1	-2	-9	1	1
CC(OC(=O)c1ccco1)C(=O)NCc1cccs1 (stereo not drawn)	4	0.9	1	5	1	0.9	2	-5	1	3
Fc1ccc(-c2nnc(SCc3ncc(-c4ccccc4)o3)n2CC2CCCO2)cc1 (stereo not drawn)	0	1	1.1	9	1.1	0.9	-6	-17	1.1	0
COc1ccc(OCc2nnc(SCC(=O)c3c(N)n(C)c(=O)n(C)c3=O)n2-c2ccccc2F)cc1	2	1.1	0.9	2	1	1	5	-2	1	-3
CCC(c1nnnn1Cc1ccc2c(c1)OCO2)N1CCN(c2ccc(OC)cc2)CC1 (stereo not drawn)	7	1.1	0.8	12	1.1	0.9	-8	-9	1	2
O=C(CC1C(=O)NCCN1Cc1cccc(Oc2ccccc2)c1)NCCCn1cccn1 (stereo not drawn)	9	1	0.9	9	1.1	0.9	-8	-14	1	-3
Cc1cc(C)nc(NNC(=O)NC2CCCCC2)n1	2	1	1	5	1	1	0	-12	1.1	0
CCNS(=O)(=O)c1ccc2nc(NC(=O)c3cccnc3)sc2c1	-4	1	1.1	11	1.1	0.9	-6	-12	0.9	-1
Nn1c(Cc2cccc3ccccc23)nnc1SCC(=O)N1CC(=O)Nc2ccccc21	14	0.9	0.9	11	1.1	0.9	-6	-27	1	1
CC(/C=C/c1ccccc1)=N\NC(N)=S	0	0.9	1	8	1	0.9	4	3	1	-5
Cc1ccc(O)c(NC(=O)C2CC(c3c(F)cccc3Cl)=NO2)c1 (stereo not drawn)	1	0.9	0.9	10	1	0.9	-3	-10	1	-3

Just HMGR II inh, G6PDH CS and TNAP inh no acc (four entries from above):
Molecule	HMGR II inh	G6PDH CS	TNAP inh no acc
Nc1ccc2c(c1)ncn2CCCn1cnc2cc(N)ccc21	-2	1	-3
COc1cccc(N2CCN(c3ncnc4c3[nH]c3ccccc34)CC2C)c1 (stereo not drawn)	4	-1	-26
Cc1ccccc1NC(=O)c1ccc(Nc2c([N+](=O)[O-])cc([N+](=O)[O-])c3ccccc23)cc1	3	-10	43
CCC(c1nnnn1Cc1ccc2c(c1)OCO2)N1CCN(c2ccc(OC)cc2)CC1 (stereo not drawn)	2	7	-9

(cont.)
SMILES	G6PDH CS	PMI act	PMI act satM6P	Diaph inh CS	TNAP act hi DEA	Diaphorase act	TNAP inh hiacc	TNAP inh no acc	FLuc act counter	HMGR II inh
Cc1cc(=O)oc2cc(Oc3ncccc3[N+](=O)[O-])ccc12	-1	0.9	0.9	6	0.9	0.9	5	-3	1	-5
CC(C)CCNC(=O)NC(=O)COC(=O)/C=C/c1cc(Br)ccc1F	6	1.1	1	-6	1	1.1	-2	-10	1	2
CSc1ccccc1NC(=O)CN(C)C(C)C(=O)Nc1ccc(C#N)cc1 (stereo not drawn)	4	1	1	7	1	0.9	2	-6	1	-4
CCCCNC(=S)NNC(=O)c1csc(C)c1	3	1	1	13	1	0.9	0	-176	1	1
CCOC(=O)N1C=CC(C)=C[C@@H]2[C@@H](N3C(=O)c4ccccc4C3=O)C(=O)N21	4	1	0.7	6	1	0.9	-1	-8	1	3
CC(C)N(C(=O)COc1ccc(Br)cc1Cl)C(C)C	1	1	1	16	1.1	0.8	-7	-11	1.1	-4
Cc1ccc(NC(=O)c2c(Cl)nc3ccccn23)cc1	-3	1.1	1.1	3	1	1	3	1	0.8	-2
O=C(Nc1nnc(SCc2ccccc2)s1)c1ccco1	4	0.9	0.9	10	1	0.9	-4	-14	0.9	-1
Nc1c(S(=O)(=O)c2ccccc2)c2nc3ccccc3nc2n1C1CC1	0	1	1	17	1	0.8	-5	-13	1	-6
Cc1cc(C)c(S(=O)(=O)Nc2nnc(C)s2)c(C)c1	1	1	1	8	1	0.9	1	-5	1.1	-1
CC(=O)Nc1c(S(=O)(=O)c2ccccc2)c2nc3ccccc3nc2n1Cc1ccccc1	2	1	0.9	9	1.1	0.9	-5	-13	1	0
O=C(NCc1ccc2c(c1)OCO2)C1(S(=O)(=O)c2ccccc2)CC1	-1	1.1	1	12	1	0.9	-2	-12	1	0
N#CCCN1CCN(S(=O)(=O)c2ccc(C#N)cc2)CC1	-3	1.1	1	5	0.9	0.9	8	0	1	-3
Cc1cc(/C=N/NC(=O)c2ccc(CN3CCOCC3)cc2)c(C)n1-c1ccccc1	-5	0.8	0.8	14	1	0.9	-1	-14	0.8	3
O=C1S/C(=C\c2ccc(N3CCOCC3)o2)C(=O)N1Cc1ccc(F)cc1	18	0.7	0.4	26	0.8	0.7	18	-2	1	-2
C(=C/c1ccnc2nc(SC/C=C/c3ccccc3)nn12)/c1ccccc1	0	0.9	0.9	13	1	0.9	3	0	1	-1
CC(C)(C)c1cc(NC(=O)c2ccc(OC3CCCC3)cc2)no1	2	1.1	1	-5	1	1.1	-4	-5	1	0
CC1(c2ccc(OC(F)F)cc2)NC(=O)N(CC(=O)NC2CCCCC2)C1=O (stereo not drawn)	4	0.9	0.9	23	1	0.8	-5	-10	1	-3
CCCOC(=O)c1ccc(Nc2cc(C)nc3ncnn23)cc1	3	1	0.9	11	1	0.9	-3	-8	1	2
O=C(CCCn1c(=O)[nH]c2ccccc2c1=O)NC1CCCCCC1	23	0.9	1	1	1.1	1	-9	-18	1	-5
CCCN(CCC)C(=S)NC(=O)c1ccc(-c2ccccc2)cc1	17	0.9	0.9	14	1	0.9	1	1	1	-3
O=C(Cn1cc(/C=N/NC(=O)c2ccccc2Br)c2ccccc21)Nc1ccc(F)cc1	-2	0.9	0.9	16	1	0.8	-2	-5	1.1	0
O=C(NNC(=S)NC(=O)c1ccccc1[N+](=O)[O-])c1ccccc1Cl	2	1.1	1.1	21	1	0.8	-4	-6	1	0
CN(C)S(=O)(=O)c1cccc(NC(=S)N/N=C/C(c2ccccc2)c2ccccc2)c1	12	1.1	1	5	1	0.9	2	-19	1	-3
O=C(CCCCCN1C(=O)c2ccccc2C1=O)NCCc1nc2ccccc2[nH]1	1	0.9	0.8	26	1	0.7	0	4	1	-4
The list goes on.
SMILES	G6PDH CS	PMI act	PMI act satM6P	Diaph inh CS	TNAP act hi DEA	Diaphorase act	TNAP inh hiacc	TNAP inh no acc	FLuc act counter	HMGR II inh
COc1ccc(-c2cn3cccnc3n2)cc1Br	0	1.2	1.1	4	1	1	-4	-9	0.6	0
Cc1c(C(=O)N2CCCCC2)sc(NC(=O)c2ccco2)c1C#N	-2	1.1	1.1	10	1.1	0.9	-7	-12	1.1	4
Clc1ccc(SCCN2CCNCC2)cc1	8	0.8	0.8	29	1.1	0.7	-7	-9	1.1	1
CC1=NN(c2ccc(Cl)cc2)C(=O)/C1=C\c1cccn1-c1ccc(S(N)(=O)=O)cc1	9	0.8	0.9	26	0.8	0.7	18	27	1.1	7
CN(C)c1cccc(NC2=CC(=[N+]3CCOCC3)CC(C)(C)C2)c1	19	1.1	1.4	-2	1	1	0	-6	1	-1
CS(=O)(=O)N(CC(=O)N1CCCC1)c1cccc(Cl)c1Cl	5	1	0.9	10	1	0.9	2	-7	1	4
O=C(O)c1cccc(NS(=O)(=O)c2ccc(Cl)c(C(=O)O)c2)c1	1	1	1	11	1	0.9	-2	-9	1	-1
CC(O)/C=C/c1ccc2ccccc2n1 (stereo not drawn)	-3	1	1	13	1.1	0.9	-6	-12	0.9	-6
CC1CCCN(C(=O)c2ccc3c(c2)C(=O)N(CCC2=CCCCC2)C3=O)C1 (stereo not drawn)	18	0.9	0.9	13	1	0.9	-1	-6	0.9	1
COc1ccc(/C=C/C(=O)Nc2ccc3c(c2)OCCO3)cc1OC	-4	1	0.9	6	1	0.9	3	-14	0.9	-5
CN(C)c1ccccc1C(=O)c1ccccc1N(C)C	6	0.9	1	5	1	0.9	3	-3	0.8	-4
O=C(O)c1ccc2nc(-c3ccco3)c(-c3ccco3)nc2c1	43	1.3	0.9	84*	0.9	0.2	13	-1	1	-6
O=C(Nc1ccccc1)C1CCCN1/C=C/C(=O)C(F)(F)F (stereo not drawn)	3	1.1	1	0	1.1	1	-5	-13	1.1	0

Screens from PubChem BioAssay.
